Screens (PubChem BioAssay)
GLS inh: blocks human kidney-isoform glutaminase activity | GLS enzymatic activity, qHTS titration | Potency, µM (series often up to 45.5 µM), for inactives: at the top dose activity change, negative = inhibition, usual class: inhibitors | hit rate 0.21% among 410,000; further: potency means the concentration at half of the fitted maximal effect; on the % scale 0 is the no-effect control and ±100 the full control effect
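Glutamate formation by hKGA was monitored fluorometrically using coupled glutamate oxidase, HRP and Amplex Red. Substrate was added as 1 mM L-glutamine solution; incubation was 30 min at RT after an initial read.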
BAZ2B inh: blocks human BAZ2B. Q9UIF8. AlphaScreen BAZ2B-H3K14Ac peptide displacement. Potency, µM (series often up to 114 µM), inactives show top-dose activity change, negative = inhibition, most hits filed as inhibitors. hit rate 4.4% among 360,000; further: potency means the concentration at half of the fitted maximal effect; on the % scale 0 is the no-effect control and ±100 the full control effect; nearly all actives have a fitted effect of over 60% in size
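BAZ2B (50 nM) with biotin-H3(5-23)K14Ac peptide (50 nM) in PBS pH 7.4, 0.01% Tween-20, preformed 30 min, then compound 30 min at room temperature; top concentration 110uM. AlphaScreen streptavidin donor/nickel chelate acceptor beads (10 ug/mL final), 20 min dark, signal read.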
Pin1 inh: human Pin1 inhibition; Q13526; Pin1 FP peptide displacement, HiFluor488, 10 min; Potency, µM (titrated, usually from 115 µM), for inactives: at the top dose activity, negative = inhibition, actives largely listed as inhibitors; hit rate 0.009% among 390,000; active means well fitted inhibition curve with a large enough effect in the polarisation, with a control signal flat, not every such curve was filed as active; inconclusive means small, poorly fitted or top-dose-only effect, or effect the other way, or a change in a side signal; inactive means no such curve, though single readings can be large or run the other way; the % refers to the polarisation; further: potency means the concentration at half of the fitted maximal effect; on the % scale 0 is the no-effect control and ±100 the full control effect
Target sequence (Q13526 whole entry, looked up): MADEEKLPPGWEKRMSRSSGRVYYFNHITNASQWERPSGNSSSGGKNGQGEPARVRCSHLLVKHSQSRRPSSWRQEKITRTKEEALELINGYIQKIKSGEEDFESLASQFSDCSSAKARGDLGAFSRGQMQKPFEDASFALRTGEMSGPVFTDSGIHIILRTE
G9a inh: inhibitors of human histone lysine methyltransferase G9a. Q96KQ7. G9a H3K9 monomethylation, AlphaScreen, 2 h. Potency, µM (series often up to 102 µM), for the others: at the highest dose activity, negative = inhibition, actives largely listed as inhibitors. hit rate 8.8% among 350,000; further: potency means the concentration at half of the fitted maximal effect; on the % scale 0 is the no-effect control and ±100 the full control effect; nearly all actives have a fitted effect of over 75% in size
Target sequence (Q96KQ7 913-1193 limits assumed): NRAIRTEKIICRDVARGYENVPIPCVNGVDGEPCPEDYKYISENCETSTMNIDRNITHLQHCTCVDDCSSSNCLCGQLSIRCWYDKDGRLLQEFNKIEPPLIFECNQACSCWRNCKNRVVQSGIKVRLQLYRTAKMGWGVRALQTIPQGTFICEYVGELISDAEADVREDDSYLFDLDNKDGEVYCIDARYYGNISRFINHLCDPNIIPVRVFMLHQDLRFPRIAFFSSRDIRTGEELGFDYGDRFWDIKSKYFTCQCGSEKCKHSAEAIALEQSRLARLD
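Readings reflect AlphaScreen signal from monomethyl-H3K9 antibody detection. HMT at 20 nM; substrate b-H3K9 500 nM; cofactor SAM 20 uM; 2 h RT reaction; compounds tested as titrations in qHTS with 15 min preincubation.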
JMJD2A Tudor inh: blocks the human JMJD2A Tudor domain; O75164; AlphaScreen JMJD2A-Tudor / H3K4me3 peptide binding; Potency, µM (series often up to 114 µM), for the others: at the highest dose activity change, negative = inhibition, actives largely listed as inhibitors; hit rate 4.4% among 390,000; AID 504339; further: potency means the concentration at half of the fitted maximal effect; on the % scale 0 is the no-effect control and ±100 the full control effect; nearly all actives have a fitted effect of over 50% in size
HP1b chromo inh: HP1-beta chromodomain-methylated histone interaction inhibition | P83916 | AlphaScreen HP1-beta / biotin-H3K9me3 peptide binding | Potency, µM (highest dose often 114 µM), for the others: top-dose activity change, negative = inhibition, usual class: inhibitors | hit rate 0.56% among 390,000; further: potency means the concentration at half of the fitted maximal effect; nearly all actives have a fitted effect of over 70% in size; inactives centre near 23
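Compound inhibition of the preformed complex between 50 nM HP1-beta and 50 nM biotinylated H3K9me3 peptide was read by AlphaScreen. Buffer was PBS pH 7.4 with 0.01% Tween-20. Incubations ran 30 min at room temperature, with 10 ug/mL donor/acceptor beads.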
PI4K2A block: inhibitors of human PI4K2A; purified PI4K2A, ADP-Glo luminescence, 1 h; hits give low values; activity change, negative = inhibition, % at 76.9 µM; AID 1346378; hit rate 0.13% among 420,000; in the data active means activity change below about -50%; inconclusive means mostly about -30% to -49%;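 further: -100% = wells without enzyme as full effect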
Target sequence (Q9BTU6 whole entry, looked up): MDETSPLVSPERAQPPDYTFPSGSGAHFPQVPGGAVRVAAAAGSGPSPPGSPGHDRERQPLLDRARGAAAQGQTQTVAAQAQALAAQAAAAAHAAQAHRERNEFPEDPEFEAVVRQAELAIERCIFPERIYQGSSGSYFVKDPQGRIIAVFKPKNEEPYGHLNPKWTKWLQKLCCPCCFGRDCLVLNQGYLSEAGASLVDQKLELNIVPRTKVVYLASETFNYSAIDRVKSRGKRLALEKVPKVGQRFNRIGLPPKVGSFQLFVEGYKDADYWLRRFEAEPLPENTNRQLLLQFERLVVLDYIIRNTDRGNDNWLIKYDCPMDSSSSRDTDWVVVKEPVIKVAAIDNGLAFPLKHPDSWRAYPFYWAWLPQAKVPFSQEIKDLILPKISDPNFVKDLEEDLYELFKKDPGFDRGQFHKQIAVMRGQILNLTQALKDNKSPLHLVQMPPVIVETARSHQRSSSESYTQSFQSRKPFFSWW
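ADP-Glo luminescence measured ADP generated by PI4K2A enzyme (4 ug/mL before mixing) with 1.2 mM PI substrate (pre-mix) and 300 microM ATP (pre-mix). Tris pH7.5 buffer with MgCl2, Triton X-100; 1 h reaction at ambient temperature.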
PGK inhibitor: T. brucei PGK inhibition. PGK/GAPDH coupled, Kinase-Glo luminescence, 60 min. Potency, µM (highest dose often 57.5 µM), for inactives: at the highest dose activity change, negative = inhibition, actives largely listed as inhibitors. hit rate 0.043% among 380,000. P07378; further: potency means the concentration at half of the fitted maximal effect; on the % scale 0 is the no-effect control and ±100 the full control effect; nearly all actives have a fitted effect of over 60% in size
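Recombinant glycosomal PGK reaction used 1,3-bisphosphoglycerate generated in-well by GAPDH (100nM final) in 100mM TEA pH 7.6, 5mM MgCl2, 0.01% Tween-20. After 60 minutes at room temperature, ATP was read by Kinase-Glo Plus luminescence end-point.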
ERG-DNA inh: blocks human ERG Ets domain binding to DNA | P11308 | fluorescence polarization, His-ERG Ets domain / labelled DNA | Potency, µM (top dose mostly 76.9 µM), for inactives: top-dose FP activity, negative = inhibition, hits mostly inhibitors | hit rate 0.028% among 370,000 | AID 624246; active means well fitted inhibition curve with a large enough effect in the polarisation, with a control signal flat; inconclusive means small, poorly fitted or top-dose-only effect, or effect the other way, or a change in a side signal; inactive means no such curve, though single readings can be large or run the other way; the % refers to the polarisation;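 further: polarization taken with two DNA probes labelled with fluorescein and Texas red; potency means the concentration at half of the fitted maximal effect; % of control where 0% means no effect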
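His-tagged ERG Ets domain (1 uM in the protein solution; 300mM KCl, 50mM Tris-HCl, 1mM EDTA, 1mM DTT, pH 7.5) received compound, then a probe mix of 5 nM fluorescein-DNA and 100nM Texas-615-DNA. Fluorescence polarization was read for both dyes.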
* hit, by the source's call; i = inactive; ? = inconclusive; / = not tested or not shown; [ ] = dose if it differs, or a comment. Unless noted, the call rests on the fitted dose curve; in most records, active means well fitted curve in the direction sought with a large enough effect; inconclusive means small, poorly fitted or top-dose-only effect, or another doubt; inactive means no such curve, though single readings can be large; an effect the other way counts as inactive or inconclusive.

SMILES	GLS inh	BAZ2B inh	Pin1 inh	G9a inh	JMJD2A Tudor inh	HP1b chromo inh	PI4K2A block	PGK inhibitor	ERG-DNA inh
COc1cc(CN(C(=O)c2ccccc2)c2ccccn2)cc(OC)c1OC	1.2%	-7.3%	0.7%	1.2%[59 µM]	-9.6%	27.4%	-0.2	-9.2%	4.5%
O=C(NCC1(c2ccccc2)CCCC1)c1cccc(Br)c1	-0.3%	46.0%[activator]	2.3%	60.0%[activator][59 µM]	-4.8%[11.4 µM]	58.9%[activator]	0.9	1.1%	-3.0%
Cc1nn(-c2ccc(N3CCOCC3)nn2)c(C)c1CCC(=O)NCc1ccc(OC(C)C)cc1	7.2%	-19.1%	35.6%[activator]	10.1%[59 µM]	4.3%	32.3%	-3.3	11.0%	0.6%
CC(Sc1nc2ncc(Cl)cc2[nH]1)C(=O)Nc1ccc(C(N)=O)cc1 (stereo unspecified)	5.1%	-0.4%	-4.3%	15.9%[2.33 µM]	-11.6%	20.2%	-7.0	-6.2%	-0.6%
CCN1CCN(CCNC(=O)C2CCCN(Cc3nc(-c4cccc(Cl)c4)oc3C)C2)CC1 (stereo unspecified)	-1.6%	-4.4%	-6.8%	?	-4.2%	22.9%	-1.6	-10.8%	8.0%
C#CCN(CC=C)C(=O)CCc1nnc(COc2ccccc2)o1	0.5%	-14.4%	1.8%	32.2%	-7.2%	65.5%[activator]	-3.0	/	4.5%
CCCCNC(=O)C1CCN(S(=O)(=O)c2cc(Br)cc3c2N(C(=O)CC)CC3)CC1	4.3%	-1.7%	23.8%	-0.8%[59 µM]	-16.4%	9.3%	-3.6	-9.9%	-13.5%
COc1ccc(C(=O)NC(C)c2nnc(SCC(=O)Nc3nc(C)cs3)n2C)cc1 (stereo unspecified)	-6.5%	4.2%	-1.1%	28.5%[59 µM]	-0.6%	36.7%	1.9	6.6%	-0.2%
Oc1ccc2c(c1)c1c3n2CCNC3CCC1 (stereo unspecified)	?	-11.1%	0.7%	?	-22.4%	0.8%	3.6	i	48.2%[activator]
CCOC(=O)c1c(S(=O)(=O)NCCc2cccs2)c(C)n(C)c1C	10.9%	?	-0.6%	-2.1%[0.0925 µM]	-26.7%	38.0%	-2.4	i	12.4%
COc1ccc(N2C(=O)CC(NNC(=O)c3ccc(Br)s3)C2=O)cc1 (stereo unspecified)	-18.8%	-25.1%	-4.2%	-25.2%	-9.1%	46.3%[activator]	-3.0	i	7.1%
CSCC[C@H](NC(=O)OC(C)(C)C)c1nnc(SCc2ccccc2)o1	1.9%	10.2%	-0.7%	-0.1%[59 µM]	-13.9%	16.3%	7.5	-3.0%	7.8%
CCOc1ccc(S(=O)(=O)NC2CCCCC2C)cc1 (stereo unspecified)	-8.6%	/	-11.4%	/	7.1%	36.4%	-4.6	i	-12.2%
COc1ccc2c(c1)nc(SCC(C)O)n2C (stereo unspecified)	-12.0%	-6.8%	5.1%	-4.1%[59 µM]	-14.2%[57.1 µM]	54.9%[activator]	-1.4	-2.4%	-2.7%
Cc1ccc(-c2nc3sc(CCNC(=O)c4ccco4)c(C)n3n2)cc1	-15.4%	-14.1%	-1.2%	-3.7%[59 µM]	-25.3%	13.9%	-16.5	-4.7%	0.6%
CC(C)(CO)NC12CC3CC(CC(C3)C1)C2	8.0%	3.8%	4.0%	-1.9%	?	11.6%	8.2	-10.6%	7.3%
CC1CCCCC1NC(=O)Cn1cnc2c1c(=O)n(C)c(=O)n2C (stereo unspecified)	-3.6%	/	0.8%	/	-0.3%	50.4%[activator]	-4.5	-5.0%	6.4%
O=C(COc1ccc(Cl)cc1)NCCN1CCCCC1	-4.1%	/	-1.2%	-3.1%	7.3%	24.0%	-5.0	i	-17.1%
O=C(c1ccc(S(=O)(=O)N2CCOCC2)cc1)N1CCN(c2cccc(Cl)c2)CC1	-0.9%	-8.8%	5.3%	-22.8%[59 µM]	-11.4%	5.4%	9.0	-5.0%	-3.2%
CCN(CC)S(=O)(=O)c1cccc(C(=O)Nc2nnc(C)s2)c1	11.8%	-1.7%	-0.1%	16.0%[12.7 µM]	-15.0%[11.4 µM]	27.9%	2.2	-9.1%	0.8%
C#CCNC(=O)C1=C[C@H](c2csc3ccccc23)C[C@H](OCc2ccc(CO)cc2)O1	-0.3%	-22.6%	21.8%	-2.7%[12.7 µM]	-21.1%	18.5%	0.2	3.0%	7.2%
CC1CCCCN1C(=O)C1COc2ccccc2O1 (stereo unspecified)	13.1%	0.2%	-0.4%	-3.8%	-12.7%	-4.1%	-1.0	-3.6%	-14.5%
N/N=C/C(=N\Nc1ccc(Cl)cc1)C(=O)c1ccncc1	2.1%	?	1.9%	-44.4%[12.7 µM]	?	106.7%[activator]	0.4	10.2%	-3.8%
Cc1cccc(NC(=O)CC(=O)Nc2cccc(C)c2)c1	0.5%	1.8%	5.0%	17.6%	-2.0%	24.8%	-5.0	i	-9.1%
CSCC(C)N1CCC(Oc2cccc(C(=O)NCc3ccccn3)c2)CC1 (stereo unspecified)	22.6%	-17.2%	?	?	-22.4%	34.0%	1.8	-7.5%	-21.4%
CN1CCN(CC(=O)Nc2nc3ccccc3s2)CC1	-8.9%	70.8µM*	-5.8%	35.5µM*	28.2µM*	?	2.1	-8.8%	14.6%
CC(=Nc1ccccc1O)c1sc2ccccc2c1O	11.1%	?	?	?	?	7.9%	1.9	-1.5%	6.0%
Cc1cccn2c(=O)nc(SCC(=O)c3ccc(Cl)cc3)nc12	-7.9%	2.5%	-8.5%	?	-4.8%	17.7%	0.6	-9.7%	-0.9%
O=C(Nc1cc2c3c(c1)CC(=O)N3CCC2)c1ccccc1F	-9.1%	-22.5%	0.9%	-28.2%	-2.7%	23.7%	-2.0	i	-1.0%
COc1ccc2c(c1)sc1nc(=O)ccn12	1.0%	-6.2%	-28.6%	4.4%[0.501 µM]	-16.3%	25.1%	-4.2	-3.1%	8.9%

Whole records, looked up by structure.
Record of CC1CCCCC1NC(=O)Cn1cnc2c1c(=O)n(C)c(=O)n2C (stereo unspecified) = GLS inh = -3.6%; BAZ2B inh = /; Pin1 inh = 0.8%; G9a inh = /; JMJD2A Tudor inh = -0.3%; HP1b chromo inh = 50.4%[activator]; PI4K2A block = -4.5; PGK inhibitor = -5.0%; ERG-DNA inh = 6.4%
Record of Cc1cccc(NC(=O)CC(=O)Nc2cccc(C)c2)c1 = GLS inh = 0.5%; BAZ2B inh = 1.8%; Pin1 inh = 5.0%; G9a inh = 17.6%; JMJD2A Tudor inh = -2.0%; HP1b chromo inh = 24.8%; PI4K2A block = -5.0; PGK inhibitor = i; ERG-DNA inh = -9.1%

Other results
SMILES	GLS inh	BAZ2B inh	Pin1 inh	G9a inh	JMJD2A Tudor inh	HP1b chromo inh	PI4K2A block	PGK inhibitor	ERG-DNA inh
O=C(Nc1nc(-c2ccc(F)c(F)c2)cs1)c1ccc(OCC2CCCO2)cc1 (stereo unspecified)	8.0%	-6.1%	-1.3%	?	-14.0%	24.8%	4.9	-4.6%	0.2%
O=C(NC1CCCN(Cc2ccccc2F)C1)c1cccs1 (stereo unspecified)	7.8%	14.3%	7.9%	43.1%[0.501 µM]	-19.5%	13.9%	-2.4	9.1%	-7.3%
O=Cc1ccc(N2CCCC2)o1	6.4%	4.5%	-4.1%	?	-26.1%	6.8%	2.0	-3.1%	?
COc1ccc(OC)c(NC(=S)N2CCN(Cc3ccccc3)CC2)c1	9.7%	-29.0%	-1.0%	/	-9.7%	12.3%	1.3	-3.7%	3.1%
CC(NC(=O)/C(C#N)=C/c1ccc(N2CCOCC2)cc1)c1ccccc1 (stereo unspecified)	-7.3%	28.7%	9.6%	29.5%	14.7%	36.9%[activator]	-2.4	-4.4%	5.5%
Cc1cc(C)c2sc(C)[n+](CCCS(=O)(=O)[O-])c2c1	8.0%	-0.4%	-8.3%	-43.6%	-1.4%	70.8%[activator]	-6.1	-9.5%	21.6%
CCc1n[nH]c(=S)n1/N=C/c1ccc(NC(C)=O)cc1	?	?	-4.0%	8.91µM*	5.01µM*	-23.7%	3.5	-1.1%	1.7%
OC(CNc1nc2ccccc2s1)c1ccccc1 (stereo unspecified)	-7.8%	2.1%	-11.3%	19.5%[59 µM]	-6.1%	53.9%[activator]	-5.0	i	-12.5%
Cc1nc2ccc3nc(NC(=O)c4ccco4)sc3c2s1	-2.4%	/	?	/	?	123.8%[activator]	-11.2	-4.8%	0.3%
Cc1nc(-c2ccccc2)sc1CCNS(=O)(=O)c1ccccc1	-23.5%	-1.5%	0.2%	8.1%[59 µM]	-7.4%	24.9%[57 µM]	-2.8	3.8%	-7.5%
CCN(CC)N=Nc1ccc(S(N)(=O)=O)cc1	-1.2%	-3.9%	2.0%	-28.6%	-6.2%	18.4%	2.3	2.1%	-0.8%
O=C(NCC(=O)N1CCN(C/C=C/c2ccccc2)CC1)c1ccc(Br)cc1	-2.3%	/	6.5%	/	-24.0%	25.3%	3.7	-2.4%	-13.1%
O=C(CS(=O)(=O)c1ccc2ccccc2c1)N1CCCCCC1	3.4%	-8.9%	?	25.1%[59 µM]	9.4%	25.3%	-1.1	i	0.9%
O=C(COC(=O)c1cccc2ccccc12)Nc1cccnc1Cl	-1.9%	-4.9%	-7.0%	-18.2%[59 µM]	-2.8%	49.9%[activator]	-5.0	-5.7%	-5.0%
